TTR transcr act = TTR transcription activators in neuroblastoma reporter cells, primary screen, cell-based, luminescence, SH-SY5Y, TTR promoter Gaussia luciferase | AID 1117267, 2014 | activation, % at 16.7 µM | 100% = recombinant luciferase protein wells | hit rate 1.3% among 92,000;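 active = activation above the mean of all tested compounds plus 3 SD, cut at about 9.5% in these data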;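 also: cells exposed to compounds for one day before reading; 0% = median of all test compound wells on the plate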
Starred values were filed as active, the others as inactive. Some of the compounds tested. The share of hits here may be higher or lower than overall.

TTR transcr act | compound
4.2 | Cc1ccc(C)c(S(=O)(=O)N2CCN(c3nc(-c4cccnc4)nc4ccccc34)CC2)c1
-2.2 | COc1ccc(C(CC(=O)Nc2cc([N+](=O)[O-])ccc2OC)c2ccccc2)cc1 (stereo not given)
1.0 | CCOC(=O)c1ccc2nc(C(F)(F)F)[nH]c(=O)c2c1
-0.2 | Cc1nc2ccccc2c(=O)n1/N=C/c1ccc(O)cc1
1.6 | O=P(Cc1ccccc1)(Cc1ccccc1)c1ccccc1
-2.0 | CC(C)(C)OC(=O)C[C@@H]1C/C=C\C[C@@H](CC(=O)NCCO)C(=O)NCCOC1=O
0.6 | COc1ccc(S(=O)(=O)NCc2cccnc2)cc1
-0.3 | O=C1C(NS(=O)(=O)c2ccc(Cl)cc2)=C(N2CCCCC2)C(=O)c2ccccc21
-0.4 | C#CCOC(=O)C(NC(=O)c1ccccc1)=C1CCCCC1
-1.1 | COc1ccc(CCNC(=O)Cn2nnc(-c3ccccc3F)n2)cc1OC
-2.2 | COc1ccc(CNC(=O)c2cc(COc3c(F)cccc3F)on2)cc1OC
-1.8 | CCOC(=O)C1CCCN(C(=O)C2CCN(Cc3nc(-c4ccc(Cl)cc4)oc3C)CC2)C1 (stereo not given)
0.4 | CCc1cccc(CC)c1NC(=O)COC(=O)CCc1cc(OC)c(OC)c(OC)c1
3.0 | CCSc1ccccc1C(=O)N1CCCC1
-2.5 | O=C(CSCc1ccc(F)cc1)Nc1nc2c(s1)CCCC2
-2.8 | COC(CNC(=O)[C@H](Cc1c[nH]c2ccccc12)NC1(C(=O)NC(c2ccccc2)c2ccccc2)CCCCC1)OC
-0.9 | c1csc(-c2nnc(COc3ncnc4sccc34)o2)c1
1.5 | COc1ccc(NC(=O)/C=C/C(=O)O)c(OC)c1
3.3 | CSc1cccc(NC(=O)c2sc3nc4n(c(=O)c3c2C)CCC4)c1
-1.6 | O=C(Nc1ccncc1)c1ccccc1F
-1.4 | Oc1ccccc1CNCCCNCc1ccccc1O
-0.3 | COc1ccc(OC)c(NC(=O)N[C@@H](Cc2ccccc2)C(=O)O)c1
-0.6 | Cc1ccc(OCc2ccc(C(=O)Nc3cc(C)on3)o2)c([N+](=O)[O-])c1
1.1 | Cc1cc(C(=O)O[C@H]2[C@H](C)NS(=O)(=O)[C@H]3C[C@@H]4C=C[C@]23O4)cc([N+](=O)[O-])c1
-0.2 | N#CCSc1nnc(Nc2ccccc2)s1
0.0 | Cc1onc(-c2ccccc2)c1C(=O)N/N=C/c1ccc([N+](=O)[O-])c(O)c1
4.4 | CCCCc1c(C)nc(N2CCCC2)[nH]c1=O
-2.6 | COc1ccccc1Oc1ncnc2c1cnn2-c1ccccc1
-1.6 | Cc1cc(C)cc(C(=O)Nc2ccc(NC(=O)Cc3ccccc3)cc2)c1
-0.3 | COc1ccc(C)cc1NC(=O)CN1CCCN(S(=O)(=O)c2ccc(Br)cc2)CC1

The final 5 compounds of the part above open the next one.
TTR transcr act | compound
0.0 | Cc1onc(-c2ccccc2)c1C(=O)N/N=C/c1ccc([N+](=O)[O-])c(O)c1
4.4 | CCCCc1c(C)nc(N2CCCC2)[nH]c1=O
-2.6 | COc1ccccc1Oc1ncnc2c1cnn2-c1ccccc1
-1.6 | Cc1cc(C)cc(C(=O)Nc2ccc(NC(=O)Cc3ccccc3)cc2)c1
-0.3 | COc1ccc(C)cc1NC(=O)CN1CCCN(S(=O)(=O)c2ccc(Br)cc2)CC1
-2.1 | CCOC(=O)C1=C(c2ccccc2)OC(N)=C(C#N)C1C1CCCCC1 (stereo not given)
-0.7 | CN(C)c1cccc(C(=O)OCC(=O)N(Cc2ccccc2)C2CCS(=O)(=O)C2)c1 (stereo not given)
0.1 | CCN1CCN(CC(=O)N2N=C(c3cccs3)CC2c2ccc(F)cc2)C(=O)C1=O (stereo not given)
-1.7 | O=C(CCNC(=O)c1ccc([N+](=O)[O-])cc1)N/N=C/c1ccc(F)cc1
-0.3 | CCc1ccc(NCc2cc3c(C)nn(-c4ccccc4)c3[nH]c2=O)cc1
-0.7 | O=C(Nc1ccc(O)c(C(=O)O)c1)c1cccc(NC(=O)c2ccco2)c1
-1.7 | Brc1cccc(C2Nc3cccc4cccc(c34)N2)c1
-2.4 | Cn1cccc1/C=N/N1CCN(Cc2ccccc2Cl)CC1
-1.5 | O=C(Oc1ccc2c(c1)O/C(=C\c1ccncc1)C2=O)c1cccs1
-3.1 | O=C(Nc1ccc(F)cc1)Nc1c(-c2ccc(C(F)(F)F)cc2)nc2ncccn12
3.6 | Cc1cnc(C(=O)Nc2ccc(F)c(F)c2)cn1
-1.3 | C=CCNc1ncnc2c1cnn2-c1ccc(Cl)cc1
0.5 | N/C(=N\OC(=O)N1c2ccccc2Sc2ccccc21)c1ccc(Br)cc1
-5.4 | O=C(CCSc1ccccc1)Nc1ccc(S(=O)(=O)N2CCOCC2)cc1
3.9 | O=C(O)c1ccccc1C=NN=C1c2ccccc2-c2ccccc21
-0.2 | CCCCCn1c(NC2CCCCC2)nc2c1c(=O)[nH]c(=O)n2C
1.3 | Cc1ccccc1Nc1ccc(S(=O)(=O)N2CCOCC2)cc1[N+](=O)[O-]
3.9 | CC(N)C12CC3CC(CC(O)(C3)C1)C2 (stereo not given)
1.0 | O=C(COc1ccc([N+](=O)[O-])cc1)NCCC1=CCCCC1
0.7 | O=C(CSc1nnc(CNC(=O)c2ccco2)o1)c1ccccc1
0.2 | CN(c1ccccc1)c1nc(N)c([N+](=O)[O-])c(N2CCCCC2)n1
2.9 | Cn1c(=O)c2cc(S(=O)(=O)NC(Cc3ccccc3)C(=O)NCc3ccco3)ccc2n(C)c1=O (stereo not given)
-0.8 | OC(CNCCNc1ncccc1C(F)(F)F)Cn1ccc2ccccc21 (stereo not given)
-0.8 | CC(=O)N1CCN(S(=O)(=O)c2ccc(C)cc2)C1C(C)C (stereo not given)
-0.3 | CC(C)CCN(C)C1CCN(C(=O)Nc2c(F)cccc2F)CC1
-1.1 | O=C(C1=C(O)C(=O)N(Cc2ccccc2)C1c1ccncc1)c1ccco1 (stereo not given)
-0.1 | COc1ccc(NC(=O)CCS(=O)(=O)c2ccc(Br)s2)cc1
0.6 | O=S(=O)(c1ccc(Br)s1)N1CCC(Cc2ccccc2)CC1
-1.1 | Cc1nc(SCC(=O)N2c3ccccc3NC(=O)CC2C)c2c(C)c(C)sc2n1 (stereo not given)
-0.5 | O=[N+]([O-])c1cccc(C([O-])=C(C(=S)Nc2cccc3ccccc23)[n+]2ccccc2)c1

(continued)
TTR transcr act | compound
2.5 | Cc1ccc(NC(=O)C(=O)NCCCN2CCCC2=O)c(C)c1
-1.2 | COc1cc(OC)cc(C(=O)NCC(C)NC(=O)c2cc(OC)cc(OC)c2)c1 (stereo not given)
-0.3 | COc1cccc(C(C(=O)NC(C)(C)C)N(CC(C)C)C(=O)CCC(=O)Nc2cc(C)on2)c1OC (stereo not given)
-0.8 | CSC[C@H]1CN(Cc2cccnc2)C(=O)[C@@H]1CC(=O)Nc1ccc(Br)cc1
1.7 | COC(=O)c1ccc(Cl)c(NC(C)=O)c1
-0.7 | c1ccc(-c2ccc(SCc3cccnc3)nn2)nc1
0.8 | CCOC(=O)C1=CN(Cc2cccc(F)c2)S(=O)(=O)N(CC)C1c1ccc2ccccc2c1 (stereo not given)
2.4 | COc1ccc(CCNC(=O)/C=C/c2cc(OC)c(OC)c(OC)c2)cc1OC
0.0 | O=C(O)CC1=C(Nc2ccccc2)C(=O)N(c2ccccc2)C1c1ccc(F)cc1 (stereo not given)
-3.3 | COc1ccc(-c2sc(Nc3ccccc3)n[n+]2-c2ccccc2)cc1Br
-1.2 | Cc1ccc(S(=O)(=O)NC(CC(=O)O)c2ccccc2)cc1 (stereo not given)
2.3 | CCOC(=O)CCCCCCCCC(=O)Nc1ccc(-n2[nH]c(=O)cc2C)cc1
1.0 | COc1ccc(N2CC(C(=O)N[C@@H](C)C(=O)NC(C)c3ccccc3)CC2=O)cc1 (stereo not given in full)
3.9 | COCCn1c(SCC(=O)Nc2cccc(F)c2)nc2c([nH]c3ccccc32)c1=O
0.7 | COC(=O)C(N)Cc1ccc(O)cc1 (stereo not given)
2.5 | O=C1C2C3C=CC(C2C(=O)N1c1ccccc1O)C1C2C(=O)N(c4ccccc4O)C(=O)C2C31 (stereo not given)
-1.2 | O=C(NCc1ccccc1F)C1CCCN(S(=O)(=O)c2ccc(-n3cnnn3)cc2)C1 (stereo not given)
1.1 | COC(=O)CSc1ccc(C#N)c(SCC(=O)OC)c1
-5.3 | O=C(c1ccccc1)c1n[nH]c(-c2ccccc2)cc1=O
-1.2 | COc1nc(N)nc(NC(=O)c2cccs2)c1N=O
1.4 | CCC1CCCCN1CCCNC(=O)c1ccc(N2CCCC2=O)cc1 (stereo not given)
0.5 | CCOC(=O)C1(C)CCCN(C(=O)c2cccs2)C1 (stereo not given)
0.6 | CC[C@@]1(C(=O)OC)N[C@H](CN(C)C(=O)NC(C)C)[C@@H]2C(=O)N(Cc3ccccc3)C(=O)[C@@H]21
2.7 | Cc1ccc(S(=O)(=O)N(C)C[C@@H]2OCc3cnnn3CCCC(=O)N([C@@H](C)CO)C[C@@H]2C)cc1
-2.2 | CCOc1ccc2nc(NC(=O)Nc3cccs3)sc2c1
8.9 | CC(C)(C)S(=O)(=O)/C(C#N)=N/Nc1ccc(C#N)cc1
-1.7 | CCC1COCCS(=O)(=O)N1Cc1ccccc1C (stereo not given)
0.4 | CC(=O)Nc1ccc(C(=S)NCC2(N(C)C)CCCCC2)cc1
-0.5 | Fc1ccc(-c2nc3c(Cl)cc(C(F)(F)F)cn3c2Cc2ccsc2)cc1
-1.3 | O=C(COc1ccccc1F)Nc1cc(S(=O)(=O)Nc2cccc(Cl)c2)ccc1O

Remaining list, next part
TTR transcr act | compound
0.8 | Cc1cccc(CS(=O)(=O)Cc2ccc(C(=O)NCC3CCCO3)o2)c1 (stereo not given)
-0.1 | CC(C)CNC(=O)c1cccc(NC(=O)Cc2ccc(Cl)cc2)c1
-0.1 | COc1cc(/C=C2\SC(=S)N(CC(=O)Nc3ccc(O)cc3)C2=O)cc(OC)c1OC
-0.8 | N#CN1CCC(NS(=O)(=O)c2cccc(C(F)(F)F)c2)CC1
-0.4 | CCCCn1nnc(NC(=O)c2ccc(-c3ccccc3[N+](=O)[O-])o2)n1
-0.3 | CCc1ccc(N(C(=O)CNC(=O)c2cccs2)C(C(=O)NC(C)(C)C)c2cc(OC)c(OC)c(OC)c2)cc1 (stereo not given)
1.2 | COc1ccccc1S(=O)(=O)CC(O)COc1ccc(F)cc1Cl (stereo not given)
-0.8 | CCOC(=O)c1cc2sccc2n1Cc1ccccc1
-0.5 | CCCCN1C[C@H](C)[C@@H](CC(=O)NCc2ccccc2)C1=O
0.0 | CC(C)OP(=O)(CCP(=O)(OC(C)C)OC(C)C)OC(C)C
0.5 | COc1ccc(C2=NN(C(=O)CN3CCCCC3)C(c3ccc(OC)cc3)C2)cc1 (stereo not given)
4.3 | O=C(Cn1ccc(NC(=O)OCc2ccccc2)nc1=O)NCc1nc2ccccc2[nH]1
-0.9 | Cc1ccc(S(=O)(=O)N2O[C@@H](c3ccccc3)C[C@H]2CON2C(C)(C)CCCC2(C)C)cc1
0.3 | CCOC(=O)c1cc([N+](=O)[O-])sc1NC(=O)CC
1.7 | O=C(CSc1ncccn1)NC1CCCc2ccccc21 (stereo not given)
-0.8 | Cc1cc2oc(=O)cc(CN(C)Cc3cccc(F)c3)c2cc1C
3.9 | O=C(C1CCN(C2CC(=O)N(c3ccc(F)cc3)C2=O)CC1)N1CCOCC1 (stereo not given)
-1.0 | CCc1ccc(C(=O)COC(=O)C(CCSC)NC(=O)C23CC4CC(CC(C4)C2)C3)cc1 (stereo not given)
-2.4 | CCN(c1cccc(C)c1)c1ncnc2nc[nH]c12
0.3 | COc1ccc(C(=O)Nc2cccc(C(=O)N3CCCC3)c2)cc1
-1.7 | CC1=N/C(=C/c2cc(Br)cc(Br)c2O)C(=O)O1
-1.1 | COc1cc(-c2nnn(CC(=O)NC3CCS(=O)(=O)C3)n2)ccc1OCc1ccccc1 (stereo not given)
-1.8 | O=C(O)CCN1C(=O)c2ccc(Oc3ccc([N+](=O)[O-])cc3)cc2C1=O
-1.7 | CCC[C@H]1[C@@H](OC(=O)Oc2ccc([N+](=O)[O-])cc2)CC[C@@]23CCCN2C(=O)CCC[C@@H]13
1.4 | CCOc1ccsc1C(=O)NNC(=O)c1ccco1
-1.7 | C/C(=N\NC(=O)Cn1nnc2ccccc21)c1ccco1
-3.4 | COCCN=C1N[C@@H](c2ccc(Br)cc2)C(C(=O)OC)=C(C)N1Cc1ccccc1
0.8 | COc1ccc(C(=O)Nc2ccc(C)cc2C(=O)c2ccccc2)c(OC)c1
1.7 | CN(C)S(=O)(=O)c1cccc(C(=O)N2CCN(Cc3ccccc3)CC2)c1
1.1 | CCN(CC(=O)Nc1ccccc1C(F)(F)F)C(=O)CCc1c(C)[nH]c(=O)c(C#N)c1C

By substructure: the entries above with a furan ring, fused or not
TTR transcr act | compound
-0.6 | Cc1ccc(OCc2ccc(C(=O)Nc3cc(C)on3)o2)c([N+](=O)[O-])c1
-0.7 | O=C(Nc1ccc(O)c(C(=O)O)c1)c1cccc(NC(=O)c2ccco2)c1
0.7 | O=C(CSc1nnc(CNC(=O)c2ccco2)o1)c1ccccc1
2.9 | Cn1c(=O)c2cc(S(=O)(=O)NC(Cc3ccccc3)C(=O)NCc3ccco3)ccc2n(C)c1=O (stereo not given)
-1.1 | O=C(C1=C(O)C(=O)N(Cc2ccccc2)C1c1ccncc1)c1ccco1 (stereo not given)
0.8 | Cc1cccc(CS(=O)(=O)Cc2ccc(C(=O)NCC3CCCO3)o2)c1 (stereo not given)
-0.4 | CCCCn1nnc(NC(=O)c2ccc(-c3ccccc3[N+](=O)[O-])o2)n1
1.4 | CCOc1ccsc1C(=O)NNC(=O)c1ccco1
-1.7 | C/C(=N\NC(=O)Cn1nnc2ccccc21)c1ccco1

More structures follow:
TTR transcr act | compound
0.9 | O=C(c1cc(-c2ccccc2Cl)on1)N1CCCC1
-4.9 | O=C1NC(=Nc2ccccc2)S/C1=C\c1cccn1-c1ccccc1
-1.8 | O=c1cc(O)c2ccc(O)cc2o1
-0.8 | CC(=O)O[C@@H]1C[C@H](c2ccccc2)OC(=O)CCCCC1=O
